Screens from PubChem BioAssay.
NPY-Y1 antag: antagonists of human neuropeptide Y receptor Y1; HEK293-CNG Y1 cells, membrane potential fluorescence; NPY at EC95, then isoproterenol; inhibition, % at 3.6 µM; 1% of 200,000 active; AID 1040;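 active = inhibition above the campaign mean inhibition of all tested compounds plus 3 SD, cut at about 20% in these data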;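 also: 0% = DMSO wells given NPY plus isoproterenol and 100% = isoproterenol alone without NPY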
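System: HEK293 cells with Y1 receptor plus CNG channel / Probe or stimulus: NPY 25 nM then isoproterenol 1 µM plus Ro 20-1724 25 µM / Compound: one concentration, 3.6 µM, in 0.4% DMSO / Schedule: compound incubation 1 h at room temperature, readout 45 min post-stimulation / Measured by: membrane potential fluorescence / Read-out: % inhibition of NPY effect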
p97 inhibitor: blocks human p97 ATPase activity. AID 1481. P55072. 0.42% of 220,000 active. inhibition, % at 8 µM. recombinant p97 ATPase, Kinase-Glo ATP luminescence, 3 h; in the data active = inhibition above about 15%;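 also: 0% = DMSO vehicle and 100% = wells lacking enzyme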
EP2 modulator: EP2 receptor (human) modulation. P43116. EP2-expressing cells, cAMP HTRF FRET, PGE2 co-stimulation. induction, % at 25 µM. 0.83% of 260,000 active;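 active = compounds whose cAMP rise, as percent of the full-agonist control response, exceeds 60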;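 also: rat C6 glioma line stably carrying human EP2 under a CMV promoter; the protocol text gives 20 µM as final concentration; 100% = response of wells given 1 µM PGE2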
S1P4 antag: antagonists of human S1P4 receptor; O95977; S1P4-expressing cells, antagonist mode, reporter read-out; inhibition, % at 4.98 µM; 0.26% of 220,000 active; AID 1510; in the data active = inhibition above about 29%;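 also: 0% = wells stimulated with agonist and 100% = vehicle wells without agonist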
EP2 antag: EP2 receptor (human) inhibition. AID 1422. inhibition, % at 25 µM. 0.52% of 260,000 active. C6 glioma cells expressing human EP2, cAMP TR-FRET; cells stimulated with saturating PGE2;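 active = percent inhibition above 40 after rounding to a whole number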;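 also: rat C6 glioma host cells with rolipram phosphodiesterase inhibitor present; the protocol text gives 20 µM as final concentration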
eIF4E 4G PPI: eIF4E/eIF4G interaction inhibition in translation initiation | AID 782 | inhibition, % at 21.7 µM | 0.37% of 220,000 active | TR-FRET eIF4E-eIF4GI(517-606) binding, 2 h;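 active = inhibition above about 30%, limit read from the data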;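 also: 0% = full FRET control wells and 100% = background wells lacking eIF4GI fragment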
NPY-Y2 PAM-ag: human NPY-Y2 potentiation or agonism, primary screen; 0.45% of 220,000 active; P49146; activation, % at 3.6 µM; AID 1359; cells expressing NPY-Y2, potentiator/agonist read-out; in the data active = activation above about 27%;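 also: cells stimulated with NPY near EC25 plus isoproterenol at EC100; 0% = vehicle plus submaximal agonist and 100% = vehicle plus saturating agonist; some results beyond the cut were filed as inactive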
NPY-Y1 PAM-ag: potentiates or activates human NPY-Y1 receptor | NPY-Y1 expressing cells, potentiator/agonist activation | activation, % at 3.6 µM | 0.37% of 220,000 active; in the data active = activation above about 33%, passing the limit was not always enough;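 also: cells stimulated with NPY at EC10 then isoproterenol at EC100; 0% = low agonist plus stimulus and 100% = saturating agonist plus stimulus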
S1P4 ag: human S1P4 receptor agonism | O95977 | S1P4-expressing cell line, agonist reporter assay | activation, % at 4.98 µM | 0.35% of 220,000 active; in the data active = activation above about 11%;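 also: 0% = DMSO vehicle and 100% = reference agonist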
* = called active by the depositor; · = not tested or not shown; & = joins results of further samples; [ ] = remark or other dose. This is a subset; rates above refer to the full screens.

Start of the listing, in advance, 4 compounds:
SMILES	NPY-Y1 antag	p97 inhibitor	EP2 modulator	S1P4 antag	EP2 antag	eIF4E 4G PPI	NPY-Y2 PAM-ag	NPY-Y1 PAM-ag	S1P4 ag
Cc1ccc(S(=O)(=O)N(Cc2ccccc2)c2ccccc2C(=O)NCc2ccco2)cc1	15	-2	46	3	9	-6	0	15	-1.2
COc1ccc(OC)c(N=Cc2c(O)[nH]c3ccccc23)c1	4	-4	-2	4	12	-4	12	-2	-1.4
O=C(NCc1nnc(SCC(=O)N2CCOCC2)o1)c1cccs1	-4	6	1	3	7	1	2	-8	2.6
Cc1c(F)cccc1NS(=O)(=O)c1ccccc1C#N	-2	1	25	-11	10	3	2	-7	1.5

Results, previewed entries included:
SMILES	NPY-Y1 antag	p97 inhibitor	EP2 modulator	S1P4 antag	EP2 antag	eIF4E 4G PPI	NPY-Y2 PAM-ag	NPY-Y1 PAM-ag	S1P4 ag
Cc1ccc(S(=O)(=O)N(Cc2ccccc2)c2ccccc2C(=O)NCc2ccco2)cc1	15	-2	46	3	9	-6	0	15	-1.2
COc1ccc(OC)c(N=Cc2c(O)[nH]c3ccccc23)c1	4	-4	-2	4	12	-4	12	-2	-1.4
O=C(NCc1nnc(SCC(=O)N2CCOCC2)o1)c1cccs1	-4	6	1	3	7	1	2	-8	2.6
Cc1c(F)cccc1NS(=O)(=O)c1ccccc1C#N	-2	1	25	-11	10	3	2	-7	1.5
CCC(=O)Nc1ccc(/C(C)=N\NC(=O)c2ccc(OC)cc2)cc1	5	5	-42	-3	9	-6	12	-10	-1.3
N#Cc1sc2nc3c(c(-c4cccnc4)c2c1N)CCC3	1	1	13	-15	11	-1	5	2	0.4
O=c1cc(CO)oc(C(Nc2ccccn2)c2ccccc2F)c1O (stereo not given)	1	-2	·	-18	9	·	4	-10	0.0
CCOC(=O)c1c(C)oc2ccc(NS(=O)(=O)c3ccc4c5c(cccc35)C(=O)N4)cc12	10	9	-20	-23	3	0	-14	-45	0.4
Cc1ccc(C(=O)Oc2ccccc2C(=O)N2CCOCC2)cc1	10	-8	7	-4	20	-6	-4	-26	0.7
C/C(=N\Nc1ccc(Cl)c(C(=O)O)c1)c1cc2ccccc2o1	-3	4	10	6	10	1	7	11	1.5
COc1ccc(N=c2oc3c(OC)cccc3cc2C(=O)NCc2ccco2)cc1OC	-9	4	15	-8	16	-39[fluorescence artefact?]	5	-2	-1.0
COc1ccc(CCN2C(=O)CSC2c2ccc(OC)c(OC)c2)cc1OC (stereo not given)	-2	3	-53	-16	16	4	5	0	1.2
COc1cc(CCCN2C(=S)NC[C@@H]2c2ccccc2)cc(OC)c1OC	0	4	-8	9	7	0	-11	4	1.9
O=C(Nc1nc2ccccc2n1CCN1CCCC1)C1CCCCC1	1	8	22	-6	18	0	16	10	-1.5
Cc1cc(C)n(-c2nnc(C)n2/N=C/c2ccccc2F)n1	6	-4	23	0	4	-6	5	5	0.9
CCOc1ccc2[nH]c(=O)c(CN(CCO)C(=O)c3ccc(Br)cc3)cc2c1	4	1	16	-15	17	3	1	14	0.2
O=C(C/C=N/OCc1ccc(F)cc1Cl)c1cnc(-c2ccccc2)s1	6	-1	13	-7	14	-2	-5	-5	-1.6
CC(C)Nc1nc(NC(C)C)nc(N(C)C#N)n1	-3	1	1	7	5	3	2	-5	-0.6
Cc1csc(NC(=O)CSc2nnc(-c3ccncc3)o2)n1	4	4	1	-1	25	4	10	-18	-0.6
COCCCNc1ncnc2c1sc1nc(-c3ccco3)c3c(c12)CC(C)(C)OC3	·	-6	50	-10	2	1	-6	-15	1.5
O=C(CC1C(=O)NCCN1Cc1ccc(F)cc1)NCCCn1cccn1 (stereo not given)	-1	5	39	-14	8	-2	-3	13	0.8
COC(=O)c1cc(C(=O)NCCC(C)C)cc([N+](=O)[O-])c1	4	3	-10	-11	5	3	-10	-6	-2.5
O=C(CCn1c(=S)[nH]c2cc3c(cc2c1=O)OCO3)N1CCc2ccccc2C1	13	2	-42	-4	·	-1	3	-8	1.4
COc1cc(OC)cc(C(=O)NCCCN2CCOCC2)c1	-1	-3	4	-20	12	2[fluorescence artefact?]	-4	-16	1.6
O=C1/C(=C/c2cccnc2)SC(=S)N1C1CCS(=O)(=O)C1 (stereo not given)	-4	4	-36	-8	3	3	3	6	1.4
COc1ccc(C(CNC(=S)NCc2ccccc2)N2CCCC2)cc1 (stereo not given)	3	-3	-25	16	12	-4	-15	-19	3.9
Cc1onc(-c2c(F)cccc2Cl)c1C(=O)c1ccc(F)cc1	·	-3	23	4	1	-1	-1	-12	2.0
CCC(CC)NC(=O)COC(=O)c1cc(Br)ccc1Cl	7	-3	12	-17	3	7	-9	-19	0.9
CCCCN1CC(O)=C(c2nc(-c3ccc(Br)cc3)cs2)C1=N	·	12	-6	2	16	5	-2	9	-0.7
CCn1c(SCCC#N)nnc1-c1ccncc1	-2	6	14	-7	3	-1	-6	-8	3.6
COc1cc(/C=C/C(=O)Nc2nnc(CC(C)C)s2)cc(OC)c1OC	-3	4	-26	5	6	-1	0	-3	-0.3
C=CCn1c(SCC(=O)Nc2ccccc2)nc2scc(-c3cccs3)c2c1=O	1	4	-54	8	23	3	-6	3	-2.2
Cc1nc(C)c(C(=O)O)c(-c2cccs2)c1C(=O)O	·	0	7	12	6	-5	-15	-18	0.1
Cc1ccccc1-n1c(=O)cc(N2CC(C)OC(C)C2)[nH]c1=O (stereo not given)	6	-2	0	-4	3	3	-1	5	0.3
O=C(NCCSc1ccccc1)c1ccco1	-2	-3	7	-1	21	-6	-1	4	2.1
CCOC(=O)c1c(NC(=O)CC2Nc3cc(C)c(C)cc3NC2=O)sc(C)c1C (stereo not given)	-5	-1	20	-17	3	-12	-6	-5	-4.4
CSc1nc(-c2ccccc2F)c(C#N)c(=O)n1C	2	-5	21	12	7	0	2	9	-0.1
COCc1cc(/C=N\NC(=O)c2ccc(Cl)cc2)ccc1OC	7	3	-33	-14	8	-3	1	-16	2.0
O=S(=O)(c1ccc(Br)cc1)N1CCn2c(nc3ccccc32)C1	-3	2	8	-6	8	-3	6	1	2.6
COC(=O)c1cc(-c2ccccc2)sc1NC(=O)CN1C(=O)c2ccccc2C1=O	-2	3	-9	-29	5	1	-3	2	0.9
O=[N+]([O-])c1ccc(Sc2ccccc2)nc1	9	-3	3	3	3	2	9	-19	0.8
COc1cc(C(=O)NC2CCCC2)c(Br)c(OC)c1OC	3	-8	3	0	7	0	-9	-13	-1.2
NC(=O)C1CCN(C(=O)COc2ccc(Nc3ccccc3)cc2)CC1	·	-1	3	1	7	96*	8	9	2.0
CC1CN(Cc2nc3c(c(=O)n(C)c(=O)n3C)n2Cc2ccccc2)CC(C)O1 (stereo not given)	1	-5	15	-10	5	0	9	1	2.3
CCCN(CCC)C(=O)c1cc2c(=O)[nH]c3ccc(C)cc3c2s1	5	-5	-42	-8	7	4	-6	0	1.9
O=c1oc(-c2ccccc2Cl)nc2ccsc12	6	5	15	-9	16	3	2	-11	-2.3
CN(C)S(=O)(=O)N1CCN(c2ccc(Cl)cc2)CC1	-2	-2	-21&-39	3	4&11	3	10	23	-3.0
CC(C(=O)Nc1ccc2nccnc2c1)N1C(=O)C2C3C=CC(C3)C2C1=O (stereo not given)	-1	3	18	-15	7	1	8	7	0.2
COc1ccc(/C=C/C(=O)OCC(=O)c2c(N)n(C)c(=O)n(C)c2=O)c(OC)c1	-3	4	16	6	5	0	-5	2	0.3
COc1cc(N)c(Br)cc1C(=O)O	-9	7	5	-5	3	3	11	0	-1.0
More structures:
SMILES	NPY-Y1 antag	p97 inhibitor	EP2 modulator	S1P4 antag	EP2 antag	eIF4E 4G PPI	NPY-Y2 PAM-ag	NPY-Y1 PAM-ag	S1P4 ag
COc1ccc(C)cc1NC(=O)CSc1ccc(-c2cccnc2)nn1	0	2	-14	5	12	1	14	19	-1.7
O=C1NC2(CCCCC2)N(C(=O)c2ccccc2)C2=C1CCCC2	2	2	6	-6	2	-3	1	-7	1.3
O=C(NCc1cccnc1)C(=O)NCC1OCCN1S(=O)(=O)c1ccc(Cl)cc1 (stereo not given)	1	2	14	6	9	6	3	-8	2.1
Cc1cccc(NC(=O)c2ccc(NS(=O)(=O)c3c(C)noc3C)cc2)c1	5	4	-20	-15	18	4	2	10	1.2
C=C1CC(C(=O)N/N=C/c2ccccc2)C1	3	4	-10	-13	5	21[fluorescence artefact?]	11	8	2.1
CCCc1[nH]nc2c1C(c1ccc(OC(=O)N3CCOCC3)cc1)C(C#N)=C(N)O2 (stereo not given)	-3	-2	-4	2	13	-7	-5	-19	0.2
CC1CCN(S(=O)(=O)c2ccc(C(C)C)cc2)CC1	-5	1	7	12	3	-2	7	11	0.1
Cn1c(SCC(N)=O)nnc1-c1ccccc1	4	4	16	10	7	2	19	-4	0.2
O=C(CC1S/C(=N/N=C/c2cccs2)NC1=O)Nc1ccccc1F (stereo not given)	1	3	-17	-2	8	-3	-10	7	-0.4
Cc1ccc(C)c(NC(=S)NC(NC(=O)OCc2ccccc2)C(Cl)(Cl)Cl)c1 (stereo not given)	16	8	25	-7	11	-2[fluorescence artefact?]	7	-2	0.5
CC(C)(C)C(=O)Nc1ccc(C(=O)N/N=C/c2ccccc2OC(=O)c2ccc(Cl)cc2)cc1	8	7	-21	3	7	8	-2	-21	1.6
COc1cc(C)nc(N2CCCC(C(=O)NCC(C)C)C2)n1 (stereo not given)	0	-3	9	6	8	-1[fluorescence artefact?]	-6	-24	0.5
COc1ccc(C2N(c3ccc(Cl)cc3)C(=O)C3CCCN32)cc1 (stereo not given)	-2	3	3	0	4	4	-1	-3	-5.0
O=C(O)c1cc(Nc2nc(N3CCOCC3)nc(N3CCOCC3)n2)ccc1Cl	2	-2	25	-32	7	1[fluorescence artefact?]	12	-19	1.6
O=C(Nc1ccccc1-c1ccccc1)C12CC3CC(CC(C3)C1)C2	14	-12	57	4	6	9	-11	1	-1.4
CCOC(=O)CN(C)Cc1c[nH]c2ccccc12	-1	2	-4	-17	·	2	4	4	0.1
Cc1ccc(SCc2ccc(C(=O)Nc3cc([N+](=O)[O-])ccc3C)cc2)cc1	4	3	-7	-14	1	0	-5	8	0.3
O=C(c1ccccc1Cl)N(Cc1ccccc1F)N1C(=O)CCCC1=O	1	-3	1	-3	6	0	-4	0	3.5
COc1ccc(NC(=O)c2ccc3c(c2)n(C)c(=O)n3C)cc1	-3	5	29&-90	8	17&14	-4	11	15	1.0
Cc1ccc(C)n1-c1ccc(N(C)C)cc1	7	4	66*	-1	16	0	3	16	0.8
COc1ccc(Oc2c(C)oc3cc(OC(=O)N4CCOCC4)ccc3c2=O)cc1	3	-8	-16	-21	2	0	-14	1	-0.4
CSc1ccc(CN2CCN(C(=O)c3ccncc3)CC2)cc1	5	-2	-5	-12	1	3	-21	-2	1.3
Cc1cc(C)cc(OCC(=O)NCCN2CCOCC2)c1	3	-3	11	15	7	0	-9	-6	0.5
NC(=O)c1ccc(NCC2COc3ccccc3O2)c([N+](=O)[O-])c1 (stereo not given)	0	5	-62	-10	4	1	-12	20	-1.1
CCN(C(=S)Nc1ccc(Oc2ccccc2)cc1)c1ccccc1	1	8	-4	-6	0	5	6	13	1.2
CCN1CCC(Nc2ccnc3cc(Cl)ccc23)CC1	·	-2	-50	3	4	0	-18	-30	-0.2

A run of entries from further up, as a working copy:
SMILES	NPY-Y1 antag	p97 inhibitor	EP2 modulator	S1P4 antag	EP2 antag	eIF4E 4G PPI	NPY-Y2 PAM-ag	NPY-Y1 PAM-ag	S1P4 ag
COc1ccc(Oc2c(C)oc3cc(OC(=O)N4CCOCC4)ccc3c2=O)cc1	3	-8	-16	-21	2	0	-14	1	-0.4
CSc1ccc(CN2CCN(C(=O)c3ccncc3)CC2)cc1	5	-2	-5	-12	1	3	-21	-2	1.3
